b-catenin transl = modulators of beta-catenin nuclear translocation, primary screen, imaging, HeLa cells, immunofluorescence, high-content | nuclear translocation activity, % at 5 µM | hit rate 0.3% among 190,000 | AID 1665, 2009;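 active means nuclear translocation activity above 50% at 5 µM, with a well cell count of 50 or more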;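 further: per-cell ratio of nuclear to cytoplasmic median beta-catenin stain intensity; plate controls were DMSO negative control for no effect and GSK-3 inhibitor IX positive control for full effect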
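Test system: HeLa cells, endogenous beta-catenin; Compound: single 5 µM dose plus 0.02–20 µM confirmation series; Times: compound exposure 24 h at 37°C; Signal: fluorescence imaging of beta-catenin antibody stain plus DAPI; Read-out: % activation, nuclear-to-cytoplasmic median beta-catenin signal ratio per cell.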
Dynein cargo inh = inhibitors of GR-EGFP nuclear translocation, primary screen, dynein cargo transport inhibitor project, imaging, high-content, 3617.4 mouse cells; test concentration mostly 20 µM; stimulated with dexamethasone, 1 µM; hits give low values; z-score, hits read low; hit rate 0.47% among 220,000; AID 1381, 2008;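 active means plate z-score of nuclear minus cytoplasmic receptor signal below a set negative limit, without overly bright fluorescence or cell loss, cut at about -3.5 in these data, passing the limit was not always enough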;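 further: z-score of nuclear minus cytoplasmic ring GR-EGFP intensity difference per well; some compounds called inactive have numbers as strong as hits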
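Also added: dexamethasone, 1.0 µM final. Medium: tet-free, stripped-serum medium. Detection: fixed, Hoechst-stained cells imaged at 10x for EGFP. Read-out: nuclear-to-cytoplasmic GR-EGFP distribution per well. Times: induction 48 h, compound 1 h, agonist 30 min.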
Hep lipid drop = inhibitors of hepatocyte lipid droplet formation, primary screen, imaging, high-throughput imaging, BODIPY stain; hit rate 0.4% among 240,000; AML12 mouse hepatocytes, oleate lipid droplets; inhibition, % at 6.5 µM;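 active means lipid droplet intensity inhibited by at least 50%, with more than 500 cells counted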
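Material: mouse AML12 hepatocyte cell line, fixed after treatment; Timing: compound with oleate, overnight; Technique: high-content imaging of BODIPY-stained droplets and DAPI nuclei; Probe or stimulus: oleate, 100 µM final; Dosing: compound at 6.5 µM only.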
PhoP inhibition = inhibitors of PhoP regulon expression, primary screen, Salmonella Typhimurium, GFP reporter (AID 1863); S. Typhimurium PhoP-regulated promoter GFP reporter, 4 h; higher % means a stronger effect; one-dose inhibition, % at 50 µM; IC50 in µM for titrated hits; hit rate 0.16% among 300,000;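 active means inhibition over 29.93%, a cutoff 3 SD above the screen mean, later confirmed by dose response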;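 further: 0% = low Mg2+ inducing control and 100% = high Mg2+ repressing control; strong numbers were not always called active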
Insulin prom up = insulin promoter activators in MIN6 cells, imaging, high-content screening, mouse beta cells; MIN6 insulin promoter-GFP reporter; hits give high values; z-score at 5 µM; hit rate 0.3% among 190,000; AID 1625, 2009;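 active means z-score above 3 at 5 µM with at least 500 cells counted in the well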
T cell HTS = modulators of CD8 T cell-vesicle binding, primary screen, mouse 2C CD8+ T cells, flow cytometry. 2C CD8+ T cell-vesicle binding; hits give low values. calls only at 7 µM. hit rate 0.068% among 330,000. AID 2052, 2009;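 active means response, share of CD8 T cells binding vesicles, and their 90th percentile fluorescence all below set limits, cut at about 80% in these data, passing the limit was not always enough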
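Also added: QL9-peptide-loaded Drosophila micro-vesicles bearing Ld, ICAM-1 and B7-1; Test system: purified 2C TCR transgenic mouse naive CD8+ T cells; Measured by: cytometric PE anti-B7-1 and Alexa647 anti-CD8 signals after 1% paraformaldehyde fixation; Timing: binding step 1.5 h, 37 °C, antibody labelling 20 min, ice.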
MT stabilize HCS = microtubule stabilizers in HeLa cells, primary screen, imaging, high-content imaging; HeLa tubulin immunostaining HCS, 24 h; share of cells brighter than vehicle mean+2SD; hit rate 0.83% among 200,000; % tubulin-high responders, % at 10 µM;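 active means plate Z-score above 3 for both tubulin-high and condensed-nucleus cell shares, with cell loss under 80%, at 10 µM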;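 further: anti alpha tubulin signal scored within the nucleus-defined area of each cell; some results filed as inactive read as strong as hits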
Autophagy HCS = autophagy modulators in MEF cells, primary screen, imaging, high-content, MEF GFP-LC3 | MEF GFP-LC3 puncta imaging; test concentration mostly 10 µM | calls only at 10 µM (by protocol) | hit rate 0.98% among 190,000 | AID 463193, 2010;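 active means percentage of spot-positive cells more than 3 SD above its plate mean, without a fluorescence outlier flag or 80% toxicity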;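 further: spot-positive cell cutoff set from DMSO-treated cells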
ER stress rescue = rescue of cells from ER stress-induced death, primary screen, 384-well, CSM14.1, thapsigargin, ATP luminescence (AID 1222) | one-dose cellular ATP content (survival), % at 20 µM; EC50 in µM for titrated hits | CSM14.1 thapsigargin-induced death rescue, ATP luminescence; higher % means a stronger effect | 190,000 tested, under 10 active;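 active means EC50 below 50 µM in the dose-response confirmation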;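 further: death triggered by thapsigargin at about 15 µM added after 2 h compound pretreatment; cell ATP read after overnight thapsigargin exposure of roughly 18 to 22 hours; normalized against plate controls of thapsigargin alone and 5% DMSO vehicle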
Dynein cargo inh cytoplasmic EGFP = second read-out of Dynein cargo inh, no call of its own (marks repeat the call); z-score; measured here: cytoplasmic GR-EGFP intensity; hits give high values
Dynein cargo inh nuclear GR-EGFP = also measured in Dynein cargo inh; calls as there; z-score; measured here: nuclear GR-EGFP intensity;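 lower value marks the stronger effect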
Dynein cargo inh cell count = recorded beside Dynein cargo inh, whose call it bears; z-score; measured here: cell count per field
Insulin prom up cell count = second read-out of Insulin prom up, no call of its own (marks repeat the call); cell count; measured here: cytotoxicity, nuclei count;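 total cells summed across four imaged fields per well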
Hep lipid drop cells 6.5 µM = further read-out of Hep lipid drop, marked with its call; cell count; measured here: cell count, cytotoxicity flag;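 cells counted across two imaged fields per well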
b-catenin transl cell count 5 µM = recorded beside b-catenin transl, whose call it bears; cell count; measured here: cell count, cytotoxicity flag
T cell HTS vesicle-bound % = second read-out of T cell HTS, no call of its own (marks repeat the call); double positive events, %; measured here: CD8+ vesicle-bound cell fraction;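 binding gate set so that unloaded-vesicle control wells show 10% double positive cells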
MT stabilize HCS Hoechst-high % = recorded beside MT stabilize HCS, whose call it bears; % Hoechst-high responders; measured here: nuclear condensation Hoechst responders;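 share of cells brighter than vehicle mean plus two SD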
MT stabilize HCS cytotoxicity % = recorded beside MT stabilize HCS, whose call it bears; toxicity, %; measured here: cytotoxicity by cell density;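 0% = mean cell density of plate MIN control wells and 100% = no cells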
Autophagy HCS cell loss 18 h = also measured in Autophagy HCS; calls as there; toxicity, %; measured here: cell loss, nuclei count;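 cell loss after 18 h compound exposure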
Active calls of the source: *; i = inactive; . = not tested or not shown; + = active, no number.

#	structure	Autophagy HCS cell loss 18 h	b-catenin transl	b-catenin transl cell count 5 µM	Dynein cargo inh cell count	PhoP inhibition	Dynein cargo inh cytoplasmic EGFP	Autophagy HCS	Insulin prom up cell count	MT stabilize HCS Hoechst-high %	Hep lipid drop	Insulin prom up	T cell HTS	Hep lipid drop cells 6.5 µM	Dynein cargo inh nuclear GR-EGFP	Dynein cargo inh	MT stabilize HCS	ER stress rescue	MT stabilize HCS cytotoxicity %	T cell HTS vesicle-bound %
1	Cc1ccc(C2CCN(C(=S)NC(C)(C)C)C2)cc1 (stereo unspecified)	11.8	-0.6	1160	0.437	-7.8%	-0.288	i	959	2.4	-6.1	0.24	i	700	-0.173	-0.153	3.9	3.2%	2.8	19.5
2	CC1Cc2ccccc2N1C(=O)C1CCCCN1S(=O)(=O)c1ccccc1 (stereo unspecified)	-3.2	-0.8	1333	1.28	9.8%	-0.0789	i	1669	1.9	.	-0.57	i	.	-0.984	-0.927	1.7	0.7%	7.2	19.6
3	O=C(NCc1ccccc1Cl)C1CCCO1 (stereo unspecified)	-1.5	-5.8	1046	0.812	-8.3%	-0.285	i	1571	2.0	2.7	1.12	i	662	-0.1	-0.33	2.4	-0.5%	5.6	27.6
4	c1csc(C(c2nnnn2C2CCCC2)N2CCOCC2)c1 (stereo unspecified)	-8.3	-1.2	1103	1.01	-10.3%	-0.228	i	1073	3.8	.	-0.03	i	.	0.153	-0.287	2.4	-0.5%	11.5	29.5
5	CC(Oc1ccccc1F)C(=O)NN (stereo unspecified)	3.9*	.	.	0.65	1.3%	-0.00899	+	1424	2.7	17.8	0.14	i	671	-0.638	-0.612	1.0	1.3%	6.8	47.6
6	Cc1ccc(C(=O)N/C(=C\c2ccc(F)cc2)C(=O)NCc2ccncc2)cc1	-20.0	-0.5	1052	-0.82	-5.3%	-0.19	i	1504	2.2	17.7	-0.16	i	754	0.432	0.273	2.2	-1.5%	6.7	45.0
7	CC(C)c1nnc(NC(=O)CCC(=O)N2CCN(C3c4ccccc4-c4ccccc43)CC2)s1	6.5	-3.2	1091	-0.721	2.8%	-0.163	i	1466	1.1	-5.7	0.17	i	716	0.991	1.22	5.1	1.6%	4.2	26.4
8	O=C(Cn1cnc2c(oc3ccccc32)c1=O)NCc1ccccc1	5.8	-2.8	1114	-0.187	7.3%	0.00491	i	1899	2.6	-5.3	-0.88	i	641	0.231	0.325	8.8	-1.5%	1.9	35.3
9	CCOC(=S)SCC(=O)N1CCc2cc(OC)c(OC)cc2C1C1C(=O)CC(C)(C)CC1=O (stereo unspecified)	-1.0	2.9	569	-3.32	3.4%	-0.135	i	1222	3.2	0.9	-0.15	i	624	-0.857	-1.06	3.4	-2.4%	3.9	63.8
10	NC(=O)c1cc(-c2ccccc2)nc(Oc2ccccc2)n1	-1.6	-2.5	1171	0.0158	8.7%	-0.148	i	1340	2.1	-5.3	-0.16	i	775	-0.334	-0.56	1.8	-5.2%	8.6	40.6
11	Nc1ccn(Cc2ccccc2)n1	-36.1	-2.0	1120	0.714	-8.3%	-0.337	i	1377	1.7	1.1	-0.11	i	607	-0.19	-0.406	0.8	-1.0%	2.4	14.8
12	CC(=O)Nc1ccc(C(=O)N/C(=C\c2ccccc2)C(=O)Nc2cccc(C(=O)O)c2)cc1	.	-0.3	1274	-0.0774	-2.8%	-0.274	.	1373	.	.	0.45	i	.	0.0591	0.184	.	.	.	45.8
13	CCC(C)NC(=O)CSc1nc2c(sc3ccccc32)c(=O)n1CCCN1CCOCC1 (stereo unspecified)	15.9	.	.	-0.224	-5.1%	-0.231	i	830	1.6	-0.5	0.66	i	619	0.4	0.488	2.6	-0.4%	6.6	34.8
14	COc1ccc(N(CC(=O)Nc2ccc3c(c2)OCO3)S(=O)(=O)c2ccccc2)cc1OC	.	-0.9	1290	0.389	-2.8%	-0.191	.	1157	.	-0.9	-0.63	i	693	0.145	-0.539	.	.	.	56.0
15	CCCNC(=O)NS(=O)(=O)c1ccc(Cl)cc1	-42.3	-5.2	571	0.693	-1.0%	-0.265	i	.	1.8	-2.9	.	i	710	0.143	-0.0877	2.6	1.8%	5.5	15.5
16	O=C(COc1nsnc1N1CCOCC1)N/N=C/c1ccccc1O	10.8	.	.	1.26	0.9%	-0.321	i	1080	2.4	3.8	0.01	i	699	-0.953	-1.15	1.1	-1.0%	2.2	37.8
17	Cc1cnc(C(=O)N2CCN(c3ccc(C(F)(F)F)cn3)CC2)cn1	.	1.6	1052	1.83	0.6%	-0.261	.	1352	.	2.3	-0.32	i	715	-0.901	-1.24	.	.	.	39.9
18	CCOC(=O)C(NC(C)=O)(Nc1ccc(S(=O)(=O)Nc2nccs2)cc1)C(F)(F)F (stereo unspecified)	-3.0	.	.	0.926	11.7%	-0.232	i	1209	2.3	5.4	1.87	i	729	-0.555	-0.496	3.2	-3.3%	7.0	34.5
19	COC(=O)CCN(C(=O)c1ccc(C)c([N+](=O)[O-])c1)c1ccccn1	-0.8	2.7	879	0.416	-1.9%	-0.312	i	1631	2.9	6.1	-0.15	i	652	-0.239	-0.277	1.6	-0.4%	4.3	52.4
20	O=C(CSc1nnc2ccccn12)NNC(=O)c1ccc(Br)cc1	16.9	-4.2	1118	1.11	-5.0%	-0.259	i	1158	2.6	-3.2	0.29	i	676	0.193	-0.173	7.1	-0.8%	11.0	56.6
21	Cc1cc(C)n2nc(C(=O)Nc3ccc4c(c3)CCC4)nc2n1	1.1	-2.6	1131	0.232	5.7%	-0.118	i	1306	1.4	-6.9	0.1	i	700	-0.725	-1.08	1.8	-1.5%	3.0	20.4
22	CN(C)CCCNc1oc(/C=C/c2ccccc2)nc1C#N	.	0.1	1315	0.551	4.0%	-0.245	.	.	.	-2.1	.	i	729	0.321	-0.104	.	.	.	16.9
23	CO/N=C/C=C1/N(C)c2ccccc2C1(C)C	6.7	-0.3	1042	0.525	1.2%	-0.252	i	1145	3.4	1.2	1.24	i	640	0.431	-0.018	3.7	0.4%	1.4	27.0
24	COc1ccc(CC(=O)n2[nH]c(=O)ccc2=O)cc1OC	.	1.1	1209	0.802*	9.1%	0.666*	.	1105	.	2.1	0.33	i	651	-1.77*	-3.64*	.	.	.	57.9
25	O=C(C1CCN(c2nnc(-n3cccc3)s2)CC1)N1CCN(Cc2ccc3c(c2)OCO3)CC1	-8.2	-1.1	1129	0.348	5.3%	0.0433	i	1069	0.8	27.2	-0.91	i	554	0.514	0.248	5.7	.	8.6	64.6
26	Cc1ccccc1OCC(=O)NNC=O	12.7	0.1	1055	0.646	-3.3%	-0.302	i	1256	1.4	-2.6	0.59	i	670	-0.187	-0.627	4.6	9.2%	2.2	9.6
27	Cc1cc(C)nc(N/N=C/C(Cl)=C/c2ccccc2)n1	-36.1	-3.1	1197	0.646	13.7%	-0.244	i	956	2.8	6.3	-0.87	i	728	-0.46	-0.469	3.2	-1.5%	7.6	43.5
28	CC(C)c1cc(N2CCN(C(=O)c3ccco3)CC2)n2c(nc3ccccc32)c1C#N	12.1	2.3	1110	-0.43	9.2%	-0.124	i	1050	2.6	.	-0.08	i	.	0.619	1.06	2.4	1.8%	6.3	24.7
29	NC1=NC2(CCCCC2)N=C(Nc2ccc(F)cc2F)N1	0.4	0.6	1381	0.19	-14.5%	-0.0896	i	1507	1.4	.	0.11	i	.	-0.56	-0.859	2.3	-3.4%	1.2	20.1
30	CC1(C)CC(CCN(Cc2ccccc2)C(=O)c2ccco2)(c2ccccc2)CCO1 (stereo unspecified)	15.5	-2.5	1073	1.14	0.8%	-0.219	i	1516	3.6	-2.2	-0.29	i	629	-0.273	-0.93	2.7	0.0%	5.8	44.2
31	Cc1ccc([N+](=O)[O-])cc1S(=O)(=O)Nc1ccc(C(=O)N(C)C)cc1	-6.5*	3.7	864	-2.62	0.4%	0.119	+	1437	1.6	-23.4	-0.87	i	597	2.5	2.18	2.2	0.3%	1.3	44.6
32	CC(C)CCNC(=O)CN(Cc1ccc2c(c1)OCO2)C(=O)Cn1nnc(-c2cccs2)n1	-36.8	-5.0	962	0.883	-18.1%	-0.408	i	1338	2.1	.	-0.5	i	.	0.0485	-0.514	1.3	0.6%	20.0	22.8

Screens: PubChem BioAssay, several laboratories
